# Screens from PubChem BioAssay.
# IP6K1 inh = IP6K1 kinase inhibition. Q92551. IP6K1 kinase, ADP-Glo luminescence, 2 h; stronger effect = lower value. activity change, % (series mostly up to about 58 µM). actives 0.81% (n = 140,000). AID 1645851; in the data active = activity change below about -25%
# Target sequence (Q92551 whole entry, looked up): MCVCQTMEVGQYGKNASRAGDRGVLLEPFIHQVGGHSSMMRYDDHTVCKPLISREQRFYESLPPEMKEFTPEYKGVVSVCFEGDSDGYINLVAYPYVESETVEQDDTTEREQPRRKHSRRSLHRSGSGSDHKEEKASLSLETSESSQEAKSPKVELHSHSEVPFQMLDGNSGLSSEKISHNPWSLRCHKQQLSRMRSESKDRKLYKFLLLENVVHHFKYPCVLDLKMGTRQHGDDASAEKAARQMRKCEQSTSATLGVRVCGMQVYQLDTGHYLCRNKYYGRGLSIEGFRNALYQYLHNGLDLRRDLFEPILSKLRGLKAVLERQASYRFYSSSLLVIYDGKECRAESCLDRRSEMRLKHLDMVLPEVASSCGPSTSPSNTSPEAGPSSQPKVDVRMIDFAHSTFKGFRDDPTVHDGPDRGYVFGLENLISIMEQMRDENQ
#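 ADP-Glo luminescence measures ADP made by human IP6K1 during a 2 h RT reaction with ATP/IP6 (mix at 1.3 mM/130 uM); top library doses 57.5 and 19.1 uM final.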
# NIH3T3 tox = NIH 3T3 cell cytotoxicity; AID 1345082; NIH 3T3 viability, CellTiter-Glo ATP luminescence, 48-72 h; actives 4.3% (n = 94,000); Potency, µM (titrated, usually from 96.7 µM), for inactives: at the top dose activity change, negative = cytotoxicity, most hits filed as inhibitors; note: potency is the fitted concentration of half-maximal effect; nearly all actives have a fitted effect of over 55% in size
#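 Cytotoxicity is measured as loss of cellular ATP: NIH 3T3 cells (400/well) are exposed to compound for 48 or 72 hr at 37 °C, then CellTiter-Glo luminescence is imaged after 10 min at room temperature.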
# SNCA viab count = counter-screen for SNCA expression inhibitors: cell viability; HEK-293-SNCA-luc viability, GF-AFC fluorescence, 24 h; Potency, µM (series often up to 57.1 µM), without a hit: at the highest dose activity change, negative = cytotoxicity, hits mostly cytotoxic; actives 0.12% (n = 150,000);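 note: potency is the fitted concentration of half-maximal effect; 0% = DMSO-treated cells and -100% = medium-only wells without cells; nearly all actives have a fitted effect of over 30% in size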
#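 Cytotoxicity counterscreen: after 24 h compound treatment of genome-edited SNCA-luciferase HEK-293 cells, live-cell protease substrate GF-AFC read by fluorescence after 30 min; activity scaled between DMSO (0%) and medium-only (-100%), curves Hill-fitted.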
# GPT2 inhibitor = inhibitors of human GPT2 alanine aminotransferase; Q8TD30; Recombinant GPT2, coupled pyruvate oxidase/HRP Amplex Red fluorescence; Potency, µM (doses to about 57.7 µM), for the others: top-dose activity change, negative = inhibition, actives largely listed as inhibitors; actives 0.25% (n = 100,000); AID 1671188; note: potency is the fitted concentration of half-maximal effect; nearly all actives have a fitted effect of over 60% in size; many of its hits are not listed in these tables
# Target sequence (Q8TD30 whole entry, looked up): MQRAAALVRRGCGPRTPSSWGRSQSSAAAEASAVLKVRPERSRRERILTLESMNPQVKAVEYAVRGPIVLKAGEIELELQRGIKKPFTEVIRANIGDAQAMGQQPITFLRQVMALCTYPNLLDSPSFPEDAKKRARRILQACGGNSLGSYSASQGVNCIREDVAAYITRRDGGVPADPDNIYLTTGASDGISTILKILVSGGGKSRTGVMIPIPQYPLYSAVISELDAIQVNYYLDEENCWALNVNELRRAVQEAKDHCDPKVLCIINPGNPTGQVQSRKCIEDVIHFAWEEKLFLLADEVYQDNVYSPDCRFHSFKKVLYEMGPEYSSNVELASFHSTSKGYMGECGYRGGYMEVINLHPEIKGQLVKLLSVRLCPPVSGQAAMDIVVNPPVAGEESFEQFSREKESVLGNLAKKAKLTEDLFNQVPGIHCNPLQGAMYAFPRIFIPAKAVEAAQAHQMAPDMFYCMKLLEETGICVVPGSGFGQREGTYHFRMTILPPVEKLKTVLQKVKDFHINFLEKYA
#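 GPT2 10ng/uL, a-KG 250uM, L-Ala 2mM, HEPES pH7.5 + 0.0001% Tween; 30 min RT. Then Amplex mix (PO/HRP/ThPP), 30 min RT dark, fluorescence. AOA 50uM used as positive control.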
# FLuc inh = inhibitors of firefly (Photinus pyralis) luciferase; P08659; purified P. pyralis luciferase, luminescence, biochemical; Potency, µM (titrated, usually from 115 µM), for the others: top-dose activity change, negative = inhibition, most hits filed as inhibitors; actives 2.5% (n = 76,000); AID 1347043; note: potency is the fitted concentration of half-maximal effect; nearly all actives have a fitted effect of over 65% in size
#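 Luminescence read by CCD imaging after purified firefly luciferase (10nM final) was added to substrate buffer holding 10uM D-luciferin and 10uM ATP, pH 7.5, pre-dosed with compound.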
# SNCA expr inhib = reduces expression of the alpha-synuclein gene; Potency, µM (highest dose often 57.2 µM), without a hit: top-dose activity change, negative = inhibition, most hits filed as inhibitors; actives 0.17% (n = 140,000); HEK-293 SNCA-luciferase knock-in, luminescence, 24 h; AID 1671194;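 note: potency is the fitted concentration of half-maximal effect; plate controls were DMSO cells for no effect and cell-free wells for full effect; nearly all actives have a fitted effect of over 45% in size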
# HEK cytotox = kills HEK 293 cells; HEK 293 viability, ATP luminescence (CellTiter-Glo), 48-72 h; actives 6.6% (n = 94,000); AID 1345083; Potency, µM (highest dose often 115 µM), without a hit: at the top dose activity change, negative = cytotoxicity, actives largely listed as inhibitors; note: potency is the fitted concentration of half-maximal effect; nearly all actives have a fitted effect of over 60% in size
#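 Luminescence from cellular ATP, measured with CellTiter-Glo, indicates HEK 293 viability. Cells plated at 250 cells/well are treated with compound for 48 or 72 hr at 37 degree Celsius before reagent addition.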
# Starred values were filed as active, the others as inactive; i = inactive; ? = inconclusive; · = not tested or not shown; & = joins results of further samples; [ ] = another dose, or the depositor's remark. Unless noted, calls come from the whole dose curve; as a rule, active = well fitted curve in the direction sought with a large enough effect; inconclusive = small, poorly fitted or top-dose-only effect, or another doubt; inactive = no such curve, though single readings can be large; an effect the other way counts as inactive or inconclusive. Unless noted, % is set by controls: 0 for no effect and ±100 for the full control effect. A portion of the library (hit frequency here may not be typical).
SMILES,IP6K1 inh,NIH3T3 tox,SNCA viab count,GPT2 inhibitor,FLuc inh,SNCA expr inhib,HEK cytotox
Cc1nn2c(c1-c1ccnn1C(C)C)N(C(=O)Cc1ccc(O)cc1)CCC2,21,?,10%[87.6 µM],i,-5%[172 µM],-22%[87.6 µM],3%[172 µM]
COc1ccc(-c2cc(N3CCCC(NC(=O)c4cc(Cl)ccc4OC)C3)n[nH]2)cc1 (stereo unspecified),0,?,?,i,?,?,?
Cc1noc(C2CC3(CCN(C(=O)c4cccnc4C)CC3)CN2C)n1 (stereo unspecified),0,1%,-4%,1%,-2%,19%,i
Cc1ccc(C)n1-c1nnc(N2CCC(C(=O)NCc3ccccc3Cl)CC2)s1,2,·,2%,·,·,5%,·
O=C(O)C1CCc2nnc(C3CCN(C(=O)c4cccc(Cl)c4)C3)n21 (stereo unspecified),-3&-2,-13%,2%&-2%,-5%&-8%,·,-11%&-18%,?
CC(C)CN1C(=O)COC[C@@H]1[C@H](O)c1ccc(NC(=O)Cc2ccccc2)cc1,9,-12%[138 µM],1%[87.6 µM],-8%[88.5 µM],3%[172 µM],0%[87.6 µM],-1%[172 µM]
Cc1noc(C)c1S(=O)(=O)NCC1(COc2ccc(S(C)(=O)=O)cc2)C[C@@H](O)[C@@H](O)C1 (stereo partly specified),4,2%,-1%,-8%,1%,-20%,i
CCOc1cc(C#N)c(NC(=O)c2ccc(OC)c(S(=O)(=O)N3CCCCC3)c2)cc1OCC,5,·,-12%,·,·,-3%,·
Cn1ccc2ccc(-c3nc(C4CCOC4)no3)cc21 (stereo unspecified),3,?,1%,-9%,35µM*,30%[activator],-25%
COc1cc(C(=O)NCc2nc(-c3ccc(Cl)cc3)no2)cc(OC)c1OC,-22,·,2%,·,·,12%,·
O=C(CN1CCN(Cc2ccc3c(c2)OCO3)CC1)N1c2ccccc2Sc2ccccc21,-4,·,12%[23.9 µM],4%,·,-51%[25.6 µM],·
CCc1ccc(N(C)S(=O)(=O)c2ccc3[nH]cc(C(=O)NCC4CCCO4)c(=O)c3c2)cc1 (stereo unspecified),10,·,-6%,·,·,?,·
Cc1ccc(C2CCN(C(=O)c3cnn(-c4ccccc4Cl)c3C3CCN(C(=O)OC(C)(C)C)CC3)C2)cc1 (stereo unspecified),19,·,?,·,·,?,·
O=C(C1CCC1)N1CCC(Oc2cccc(F)c2)C1 (stereo unspecified),9,-1%,-2%,-11%,8%,12%,-3%
Cc1ccc(NC(=O)CSc2nc(=O)n(Cc3cccnc3)c3c2CCC3)cc1F,8,·,15%,·,·,5%,·
CSCC(=O)N1CC[C@H](NC(=O)Nc2ccc(F)cc2F)[C@H]1C(=O)N[C@H](Cc1ccccc1)C(N)=O,-8,-11%,-5%,3%,1%,-5%,-3%
COc1cc(CCO)ccc1O[C@@H]1O[C@H](CO)[C@@H](O)[C@H](O)[C@H]1O,15,·,-8%,i,·,·,·
COc1ccc(C(=O)N2CCOCC(O)(CN3CCCC3)C2)c(OC)c1 (stereo unspecified),-3,-10%,2%,-3%,9%,-14%,-3%
Cc1nnnn1CCC(=O)N[C@H]1CN(S(C)(=O)=O)C[C@@H]1C(C)C,7,-8%,8%,i,10%,-18%,2%
Cn1cc([C@@H](NC(=O)CCc2c[nH]c3ccccc23)C2CC(O)C2)cn1 (stereo partly specified),-8,i,-1%,5%,0%,28%,2%
O=C(NCc1ccc(F)cc1)N1CC(c2noc(C3CCCN3CC3CC3)n2)C1 (stereo unspecified),8,-14%,3%[12.5 µM],2%,4%,-13%,1%
N#CC1CCN(C(=O)C2CCN(C(=O)c3ccc(-c4cncnc4)cc3)CC2)CC1,9,-5%,·,·,·,·,i
O=C(O)CCn1ncc2cc(OC3CCN(C(=O)CC4CC4)CC3)ccc21,1,?,4%[87.6 µM],3%[88.5 µM],-12%[172 µM],1%[87.6 µM],i
COc1ccc(C(=O)N2C[C@@H](Oc3ccccc3)C[C@H]2C(=O)N2CCCC2)cc1F,31,-20%,-21%,-19%,-1%,-5%,-1%
O=C(CC1CCCN(c2cnn(CC3CC3)c(=O)c2)C1)NCc1ccc(F)cc1 (stereo unspecified),6,?,-13%,-5%,1%,-10%,?

# Brought forward from above: 3 entries, followed by the next part.
SMILES,IP6K1 inh,NIH3T3 tox,SNCA viab count,GPT2 inhibitor,FLuc inh,SNCA expr inhib,HEK cytotox
O=C(O)CCn1ncc2cc(OC3CCN(C(=O)CC4CC4)CC3)ccc21,1,?,4%[87.6 µM],3%[88.5 µM],-12%[172 µM],1%[87.6 µM],i
COc1ccc(C(=O)N2C[C@@H](Oc3ccccc3)C[C@H]2C(=O)N2CCCC2)cc1F,31,-20%,-21%,-19%,-1%,-5%,-1%
O=C(CC1CCCN(c2cnn(CC3CC3)c(=O)c2)C1)NCc1ccc(F)cc1 (stereo unspecified),6,?,-13%,-5%,1%,-10%,?
CCSc1ncc(CN2CCN(c3nc(C)cnc3C)CC2)cn1,0,?,-5%,-11%,8%,-3%,-30%
COc1ccc(C)cc1NC(=O)CN1C(=O)NC2(CCC(C(C)(C)C)CC2)C1=O (stereo unspecified),-17,?,-10%,-6%,-3%,-26%,?
CCc1nc2c(c(-c3ccc(Cl)cc3)n1)CN(Cc1ccc(C)cc1)CC2,2,25µM*,7%,i,-7%,-8%,?
CCc1nc(-c2c3n(c(=O)n(CC(=O)Nc4cc(C)on4)c2=O)CCCC3)no1,-1,-13%,-4%,-3%,6%,?,-3%
O=C(NCCn1cnc2ccccc2c1=O)C1CC(=O)N(c2n[nH]c3ccccc23)C1 (stereo unspecified),17,-5%,1%,i,-10%,-18%,-5%
Cc1nn2c(c1-c1ccccc1OCc1ccccc1)N(C(=O)Cc1ccccn1)CCC2,0,?,-17%[87.6 µM],-7%[88.5 µM],1%[172 µM],-15%[87.6 µM],?
COc1ccccc1Cn1c(-c2ccc(F)cc2)nc(C)c(CCO)c1=O,-6,?,-10%,2%,1%,-26%,?
CCOc1ccccc1CNC(=O)c1cnc2sc(N3CCCC3)nn2c1=O,0,·,-13%,·,·,31%[activator],·
O=C1NCCCCCCN(Cc2cccc(F)c2)[C@H]2CCC[C@@H]12,13,?,-9%,i,-2%,?,79µM*
COc1ccc(-c2noc(-c3cccn3CC(=O)Nc3ccc(C)c(C)c3)n2)cc1F,34,i,-3%,i,2%,8%,i
COc1ccc(F)cc1-c1ccc(CN2CCC(N[S+](=O)([O-])c3c(C)noc3C)C2)cc1 (stereo unspecified),21,?,·,·,·,·,45µM*
O=C(NCc1ccccn1)C1CCc2nnc(-c3cccc(C(F)(F)F)c3)n21 (stereo unspecified),13,-12%,-5%,i,·,12%,-12%
O=C1NC(C(=O)N2CCN(Cc3ccc(F)cc3F)CC2)Cn2cccc21 (stereo unspecified),-7,-10%,-4%,i,-2%,-7%,-1%
COc1ccc(-c2cc(-c3ccc(F)cc3)nc3c2COc2ccc(F)cc2-3)cc1,-3,·,4%,·,·,-11%,·
COc1ccccc1C(=O)N1CCC(c2noc(-c3ccc(S(=O)(=O)N4CCCC4)cc3)n2)CC1,-21,·,-11%,·,·,?,·
N#Cc1ccc(S(=O)(=O)N2CC(n3cc(C(=O)NCc4ccccc4)nn3)C2)cc1,6,?,-3%,3%,0%,-12%,50µM*
CC(=O)N1CC2(Cc3ccccc31)CN(C(=O)c1ccccc1C)C2,-8,?,1%[87.6 µM],0%[88.5 µM],-7%[172 µM],3%[87.6 µM],?
O=C(NCCc1ccccc1)c1ccc2c(c1)N(Cc1ccc(F)cc1)C(=O)c1ccccc1S2(=O)=O,11,·,-20%,·,·,-18%,·
Cc1nn(-c2ccccc2)c2c1C(C1CC1)N(C1CN([S+](=O)([O-])c3cccc(C(F)(F)F)c3)C1)C2=O (stereo unspecified),18,i,·,·,·,·,i
CN1CCN(c2ncc3c(n2)CCN(Cc2ccc(Br)s2)C3)CC1,3,·,-14%,·,·,-21%,·
CCOc1ccc(CCNC(=O)CN2C(=O)c3cccnc3Oc3ccc(Cl)cc32)cc1,3,·,0%,·,·,-16%,·
O=C(NC1CCCCC1)c1ccc2nnc(-c3ccc(F)cc3)n2c1,6,-8%,-2%,i,·,33%[activator],-2%
Cc1ccc(C)c(C(=O)N2CCC3(CC2)NC(=O)N(c2cccc(F)c2)N3)c1,-10,?,-8%,?,-7%,-21%,?
COc1ccc(S(=O)(=O)NCc2cccn2Cc2cccc(C)c2)cc1,6,·,3%,·,·,-14%,·
O=C(NCCC1CCN(C(=O)Nc2ccccc2F)CC1)C1CCCC1,-9,-10%,1%,-1%,-1%,-12%,?

# The closing 3 records of the section above are carried over, then new ones follow.
SMILES,IP6K1 inh,NIH3T3 tox,SNCA viab count,GPT2 inhibitor,FLuc inh,SNCA expr inhib,HEK cytotox
Cc1ccc(C)c(C(=O)N2CCC3(CC2)NC(=O)N(c2cccc(F)c2)N3)c1,-10,?,-8%,?,-7%,-21%,?
COc1ccc(S(=O)(=O)NCc2cccn2Cc2cccc(C)c2)cc1,6,·,3%,·,·,-14%,·
O=C(NCCC1CCN(C(=O)Nc2ccccc2F)CC1)C1CCCC1,-9,-10%,1%,-1%,-1%,-12%,?
Cc1ccc(NC(=O)Nc2cc3c(cc2N2CCCCC2)n(C)c(=O)n3C)cc1Cl,19,·,2%,·,·,?,·
COc1ccc(-c2nc(C(C)C)nc3c2CCN(C(=O)Cc2ccccn2)CC3)cc1,3,-21%,-24%,i,-8%,4%,-15%
C=CC(C)(O)CC/C=C(\C)C(=O)OCC1OC(OC2CCC3(C)C(CCC4(C)C3CC=C3C5CC(C)(C)C(O)CC5(C(=O)O)CCC34C)C2(C)C)C(O)C(OC2OC(CO)C(O)C(OC3OC(CO)C(O)C(OC4OC(COC5OC(CO)C(O)C(O)C5O)C(O)C(O)C4O)C3O)C2O)C1O (stereo unspecified),-6,·,-24%[12.5 µM],i[11.5 µM],·,·,·
COc1ccc(C(=O)N2CCC(Oc3cccc(F)c3)C2)cn1 (stereo unspecified),4,?,?,i,·,3%,-20%
COc1ccc(CNC(=O)CN2C(=O)COc3ccc(S(=O)(=O)NC4CCCC4)cc32)cc1,-8,·,-27%,·,·,9%,·
COCCN1CCCC2(CCN(C(=O)c3ccccc3)C2)C1 (stereo unspecified),-2,i,-7%,0%,-7%,19%,4%
CCc1nnc(CN(CC)C(=O)c2cc(S(N)(=O)=O)ccc2F)o1,-8,i,3%,i,9%,?,i
CCc1ccc(C(=O)N2CCCC(c3nccn3Cc3ccncc3)C2)s1 (stereo unspecified),13,?,-1%,-7%,3%,5%,?
COc1ccc(CN2CC[C@@H](CO)N(C)c3nc(C)ccc3C2)cc1,0,-20%[174 µM],-4%[87.6 µM],-11%[88.5 µM],-6%[172 µM],-1%[87.6 µM],?
